Assay outcomes deposited in PubChem by National Center for Advancing Translational Sciences (NCATS).
Vif-A3F inh: blocks the Vif interaction with APOBEC3F. Potency, µM (doses to about 46.1 µM), for inactives: at the highest dose activity, negative = active. HeLa A3F-eYFP + Vif (tagged APOBEC3F with the HIV-1 protein that degrades it), YFP fluorescence increase. 390,000 compounds, 0.2% hits; note: potency is the fitted concentration of half-maximal effect; % of control where 0% means no effect; nearly all actives have a fitted effect of over 65% in size
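Fluorescence increase (Ex 488/Em 500-530) after overnight compound treatment at 37 deg C flags inhibition of Vif-driven A3F-eYFP loss in stable HeLa A3F-eYFP/Vif cells seeded overnight beforehand.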
Glioma ERSR ind: induces the endoplasmic reticulum stress response in human glioma cells; U87-MG GRP78 promoter luciferase reporter, 16 h; Potency, µM, for the others: at the top dose activation, actives largely listed as activators; 420,000 compounds, 0.02% hits; AID 602332; note: potency is the fitted concentration of half-maximal effect; series mostly up to about 76 µM; % of control where 0% means no effect; nearly all actives have a fitted effect of over 35% in size
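ERSR induction read as luciferase luminescence (Bright-Glo, 10 min at room temperature) in stably transfected human U87-MG glioma cells exposed to compounds for 16 h, using GRP78 as sensor.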
mIDH1 inhibitor: inhibitors of human mutant IDH1 R132H; O75874; 390,000 compounds, 0.093% hits; AID 602179; IDH1-R132H enzyme, NADPH consumption, diaphorase/resazurin fluorescence; Potency, µM (highest dose often 76.6 µM), inactives show top-dose activity change, negative = inhibition, hits mostly inhibitors; note: potency is the fitted concentration of half-maximal effect; % is set by controls: 0 for no effect and ±100 for the full control effect; nearly all actives have a fitted effect of over 65% in size
Target sequence (O75874 whole entry R132H, stated change not applied): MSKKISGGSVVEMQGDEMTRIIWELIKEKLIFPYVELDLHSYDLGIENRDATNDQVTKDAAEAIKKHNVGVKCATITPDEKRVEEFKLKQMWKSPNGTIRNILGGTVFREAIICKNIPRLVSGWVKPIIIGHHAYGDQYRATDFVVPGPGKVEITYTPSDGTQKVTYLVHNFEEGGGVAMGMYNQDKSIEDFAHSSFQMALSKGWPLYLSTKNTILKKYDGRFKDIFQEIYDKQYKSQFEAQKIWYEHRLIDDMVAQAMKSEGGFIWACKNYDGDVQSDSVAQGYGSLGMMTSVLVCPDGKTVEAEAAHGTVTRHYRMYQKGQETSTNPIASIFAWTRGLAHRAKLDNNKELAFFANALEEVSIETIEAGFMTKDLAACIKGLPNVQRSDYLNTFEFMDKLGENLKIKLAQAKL
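IDH1-R132H (0.5 ug/mL) preincubated 30 min with compound, then NADPH (0.016 mM) and alpha-KG (2 mM) added; 80 min at RT, pH 7.5. Remaining NADPH coupled via diaphorase/resazurin to fluorescence (540/590 nm); concentration-response curves normalized to no-enzyme control.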
LDHA block: blocks human lactate dehydrogenase A | AID 1347041 | P00338 | 480,000 compounds, 0.15% hits | purified LDHA, NADH/diaphorase-resazurin fluorescence; active compounds read low | activity change, % (values are at about 110 or 230 µM); in the data active = activity change below about -30%; inconclusive = mostly about -25% to -30%;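 note: plate controls were DMSO wells for no effect and wells without enzyme for full effect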
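Resorufin fluorescence (ex540/em590), read at 0 and 20 min after diaphorase/resazurin addition, reports the NADH left after a 5 min room-temperature reaction of 2 nM human LDH5 with 0.06 mM NADH and 0.2 mM pyruvate.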
TrxR1 substrate: rat thioredoxin reductase 1 substrate activity | purified TrxR1 substrate turnover, NADPH consumption readout | O89049 | Potency, µM (highest dose often 114 µM), for inactives: at the top dose activity change, negative = substrate turnover | 390,000 compounds, 0.01% hits; note: potency is the fitted concentration of half-maximal effect; % is set by controls: 0 for no effect and ±100 for the full control effect; nearly all actives have a fitted effect of over 50% in size
Target sequence (O89049 whole entry, looked up): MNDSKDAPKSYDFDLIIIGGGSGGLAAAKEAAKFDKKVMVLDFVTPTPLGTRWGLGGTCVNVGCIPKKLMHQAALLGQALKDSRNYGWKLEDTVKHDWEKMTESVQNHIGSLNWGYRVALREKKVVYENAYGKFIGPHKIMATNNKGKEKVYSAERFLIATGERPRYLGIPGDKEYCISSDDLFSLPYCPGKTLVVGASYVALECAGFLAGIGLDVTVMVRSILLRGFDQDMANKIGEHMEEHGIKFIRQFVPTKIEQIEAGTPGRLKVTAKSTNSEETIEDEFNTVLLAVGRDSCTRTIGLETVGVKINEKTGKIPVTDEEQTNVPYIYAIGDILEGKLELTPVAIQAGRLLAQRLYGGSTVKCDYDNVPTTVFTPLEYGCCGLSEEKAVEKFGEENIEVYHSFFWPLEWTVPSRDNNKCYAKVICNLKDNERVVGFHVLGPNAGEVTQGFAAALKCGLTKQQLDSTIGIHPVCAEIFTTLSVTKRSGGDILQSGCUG
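Rat TrxR1, dispensed at 90 nM, was prereduced with 400 uM NADPH (final) for 5 min at ~22 deg C, then incubated with compound 15 min before 400 uM selenite. A first-read NADPH fluorescence drop versus no-compound background flagged substrates.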
PI4K2A block: blocks human PI4K2A kinase activity; 420,000 compounds, 0.13% hits; Q9BTU6; activity change, negative = inhibition, % at 76.9 µM; AID 1346378; purified PI4K2A, ADP-Glo luminescence, 1 h; active compounds read low; in the data active = activity change below about -50%; inconclusive = mostly about -30% to -49%;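 note: -100% = wells without enzyme as full effect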
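PI4K2A activity was measured by ADP-Glo luminescence: enzyme (4 ug/mL stock) and phosphatidylinositol (1.2 mM stock) in Tris pH 7.5/MgCl2/EGTA/Triton X-100 buffer were reacted with ATP (300 microM stock) for one hour at ambient temperature.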
RXFP1 agonist: activates the human relaxin receptor RXFP1; Q9HBX9; AID 2676; HEK293T-RXFP1 cAMP TR-FRET, 30 min; response scale: percent of porcine relaxin response, buffer zero; Potency, µM (titrated, usually from 57.5 µM), inactives show at the top dose activation, most hits filed as activators; 370,000 compounds, 0.3% hits; note: potency is the fitted concentration of half-maximal effect; % is set by controls: 0 for no effect and ±100 for the full control effect; nearly all actives have a fitted effect of over 60% in size; many of its hits are not listed in these tables
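HEK293T cells stably expressing RXFP1 were pretreated with the PDE4 inhibitor Ro 20174, exposed to compounds for 30 min at 37C, lysed, and cAMP was read by TR-FRET. Data normalized to buffer (basal) and 29 nM porcine relaxin (100%).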
USP1-UAF1 inh: inhibitors of human USP1/UAF1 deubiquitinase; recombinant USP1/UAF1, Ub-Rhodamine cleavage fluorescence; Potency, µM (titrated, usually from 57.1 µM), for the others: top-dose activity change, negative = inhibition, actives largely listed as inhibitors; O94782; AID 743255; 390,000 compounds, 0.23% hits; note: potency is the fitted concentration of half-maximal effect; % is set by controls: 0 for no effect and ±100 for the full control effect; nearly all actives have a fitted effect of over 60% in size; inactives centre near -12
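High-throughput fluorogenic screen: 1nM USP1/UAF1 complex, Ub-Rho substrate 150nM final, 50mM HEPES pH 7.8 with 0.5mM EDTA, 0.1 mg/ml BSA, 1mM TCEP and 0.01% Tween-20.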
Vif-A3G inh: inhibitors of Vif-APOBEC3G interaction. HeLa A3G-eYFP + Vif (tagged APOBEC3G with the HIV-1 protein that degrades it), YFP fluorescence, overnight. Potency, µM (titrated, usually from 46.1 µM), inactives show at the top dose activity, negative = active, usual class: inhibitors. 410,000 compounds, 0.076% hits;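 note: potency is the fitted concentration of half-maximal effect; % is set by controls: 0 for no effect and ±100 for the full control effect; nearly all actives have a fitted effect of over 60% in size; hits raise eYFP signal because A3G escapes Vif-driven loss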
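HeLa cells stably expressing Vif and C-terminally eYFP-tagged A3G, seeded overnight at 37 deg C, then exposed to compound by pintool overnight at 37 deg C. Rise in yellow fluorescence (Ex 488/Em 500-530, Acumen) marks blocked Vif-driven A3G degradation.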
An asterisk follows results filed as active; ? = inconclusive; / = no result given; & = joins results of further samples; [ ] = dose if it differs, or a comment. Unless noted, calls come from the whole dose curve; as a rule, active = well fitted curve in the direction sought with a large enough effect; inconclusive = small, poorly fitted or top-dose-only effect, or another doubt; inactive = no such curve, though single readings can be large; an effect the other way counts as inactive or inconclusive.

SMILES	Vif-A3F inh	Glioma ERSR ind	mIDH1 inhibitor	LDHA block	TrxR1 substrate	PI4K2A block	RXFP1 agonist	USP1-UAF1 inh	Vif-A3G inh
Cc1ccc(OCCC(=O)OCC(=O)NCCc2ccc(Cl)cc2)cc1	3%	-4%	5%	-6	-12%	0	0.3%	-21%	-1%
COc1ccc(C(=O)Cn2nnc(-c3ccccc3NC(=O)C3CCCCC3)n2)cc1	/	-4%	-7%	2	2%	3	-1.8%	-21%	0%
O=C(NCC1CCCO1)c1ccc(CNS(=O)(=O)c2cccc(Cl)c2)cc1 (stereo not drawn)	-5%	-7%	17%	-11	8%[57.1 µM]	-2	-1.0%	3%	1%
CC(/C=N\NC(=O)c1ccc(C)nc1)=C\c1ccccc1	-5%	0%	2%	-9	-3%[11.4 µM]	-4	-0.8%	-24%	-8%
Cc1ccc(S(=O)(=O)N(C)C[C@@H]2OCc3cnnn3CCCC(=O)N([C@H](C)CO)C[C@@H]2C)cc1	2%	-5%	4%	-2	/	0	/	-15%	3%
Cc1ccc(S(=O)(=O)Nc2ccc(Nc3ccccc3)cc2)cc1	4%	-3%	2%	0	-8%	3	0.2%	-25%	-10%
CCOC(=O)C1=C(c2ccccc2)Nc2ncnn2C1c1ccc(O)cc1 (stereo not drawn)	1%	-2%	5%	-3	-2%	0	-1.3%	-6%	-7%
CCCCS(=O)(=O)N1C2=NC(C(=O)OC)=C(C(=O)OC)[C@@H]3N(C)c4ccc(OC)cc4[C@]23C[C@H]1C(=O)OC	-11%	-3%	-8%[38.3 µM]	6	-7%	2	2.7%	?	-4%
COc1cccc(-c2cnc(C(O)c3ccc(CN4CCCC4)cc3)[nH]2)c1 (stereo not drawn)	/	2%	/	2	/	1	/	/	-3%
CCC(=O)c1ccc(N2CCC(C)CC2)c(F)c1	-13%	2%	8%	-5	1%[57.1 µM]	5	3.1%	-7%	0%
CN(C(=O)CSC(=O)c1ccccc1)c1ccccc1	-12%	2%	3%	-1	1%	6	-1.8%	-8%	1%
Cc1ccc(C)c(NC(=O)CSc2nc(C)cc(C)c2C#N)c1	-8%	-2%	2%	-11	12%	2	26%	?	-1%
CCc1ccc(C(=O)N/N=C(\C)c2ccncc2)s1	5%	3%	-1%	2	-3%	0	-0.2%	?	0%
COc1ccc(OCC(=O)NC2CCSc3ccccc32)cc1 (stereo not drawn)	-3%	-2%	-6%	-2	5%[57.1 µM]	1	/	-14%	0%
Cc1cccc2[nH]c3c(=O)n(CCN4CCNCC4)cnc3c12	-4%	-2%	-4%	0	12%[57.1 µM]	-17	1.3%	6%	-5%
CN(C)c1nn(C(=O)Nc2cccc(C(F)(F)F)c2)cc1-c1ccccc1	1%	-5%	5%	-7	6%	5	0.4%	-13%	-6%
Cc1cc(C)c2c(=O)c(C#N)coc2c1	-4%	0%	8%	-1	8%	?	0.9%	-20%	-7%
O=C([C@@H]1CC=C[C@@H]2CCN(C3CC3)C(=O)[C@@H]21)N1CCN(c2ccccc2)CC1	9%	-4%&-3%	4%[38.3 µM]	-3	-8%&-1%	0	/	-3%	2%&-1%
Cc1nc(-c2ccccc2)sc1-c1ccn[nH]1	1%	-3%	15%	-4	147%[activator]	-1	10%	-5%	0%
NC(=O)C1=C[C@H](c2ccccc2)C[C@H](OCc2ccc(CO)cc2)O1	6%	3%	-3%	23	-2%	-4	-1.9%	-18%	0%
CCNS(=O)(=O)c1ccc(NC(=S)NCC2CCCO2)cc1 (stereo not drawn)	-15%	-7%	-4%	-4	5%[57.1 µM]	-20	-0.8%	0%	0%
CSc1cccc(N2CC(C(=O)N(Cc3nnc(-c4ccccc4Cl)o3)C3CC3)CC2=O)c1 (stereo not drawn)	-24%	-5%	1%	0	-15%	-2	2.3%	-5%	-4%
CCOC(=O)C1=C[C@@H](C2CCCCC2)N(S(=O)(=O)c2ccc([N+](=O)[O-])cc2)[C@H]1c1ccccc1	/	-2%	/	-10	/	-1	/	/	-5%
Cn1c(N)nc2ccccc2c1=O	-19%	6%	5%	-4	61%	-1	4.3%	-8%	5%
Cc1cc(C)cc(C(=O)Nc2cccc(-c3nc4ncccc4o3)c2C)c1	4%	-3%	2%	1	4%	1	0.4%	-6%	0%
CC(C)OCCCNC(=O)c1c(N)n(/N=C/c2cccs2)c2nc3ccccc3nc12	-15%	1%	0%	-2	11%	-3	5.6%	-22%	-6%
CCOC(=O)c1c(S(=O)(=O)N2CCCC2)c(C)n(C)c1C	-28%	-2%	13%	-1	4%	3	1.7%	-10%	-3%
O=c1c2sc3ccccc3c2n(Cc2cccc(Cl)c2)c(=O)n1Cc1ccccc1	3%	-3%	0%	-7	11%	-2	-2.1%	-8%	0%
COc1ccc(CC2(CO)CCN(Cc3nc(C(C)C)cs3)CC2)cc1	-9%	0%	-5%	-5	1%[57.1 µM]	2	-0.6%	-15%	-5%
Cc1cc(Br)ccc1NC(=O)CNC(=O)CSc1n[nH]c(N)n1	/	-3%	3%	-6	9%	-12	0.3%	-9%	-5%
Brc1ccc2nc(-c3ccco3)c(Cc3ccsc3)n2c1	/	4%	/	0	/	-28	/	/	-19%
CCCCn1c(O)c2n(c1=O)Cc1ccccc1N=C2c1ccc(OC)cc1	/	-4%	/	-3	/	-3	/	/	-7%
Cc1ccc(CSc2nnc3[nH]c(=O)cc(-c4ccccc4)n23)cc1	-10%	-4%	36%[activator]	-1&1	7%[57.1 µM]	-2	4.0%	-4%	9%
Cc1ccc(SCCNCc2ccco2)cc1	5%	3%	0%	-9	0%	0	0.7%	-4%	1%
CCOC(=O)c1c(C=O)c2ccccc2n1CC	-8%	4%	14%	-1	-7%	5	5.6%	-20%	2%
O=C(Nc1cccc(Cl)c1)Nc1nnc(-c2ccccc2)o1	1%	-3%	-7%	-2	12%[57.1 µM]	-5	2.2%	-18%	3%
COc1cccc(NC(=O)Cc2nnc(SCC(=O)NC3CCCCC3)n2C)c1	16%	-1%	5%	-9	15%	-7	0.0%	-6%	1%
CCN(CC)c1nc(-c2ccc(C(=O)NN)cc2)nc(-c2ccc(C(=O)NN)cc2)n1	12%	-8%	-5%	-13	1%	11	3.2%	-10%	0%
COc1cc(-c2nnc(SCC(=O)c3ccc(C)cc3)o2)cc(OC)c1OC	-7%	-4%	0%	-17	1%[57.1 µM]	6	2.2%	-5%	-19%
O=C(CSc1nc2ccccc2s1)CSc1nc2ccccc2s1	-16%	-1%	5%	-1	12%	-13	0.3%	?	-2%
CCCNC(=O)C1CC(c2ccccc2[N+](=O)[O-])=NO1 (stereo not drawn)	-5%	3%	-9%	-16	5%[57.1 µM]	-1	/	-21%	-16%
CC(C)COC(=O)C(C)Nc1n[nH]c(=S)[nH]c1=O (stereo not drawn)	11%	-1%	0%	10	-12%[57.1 µM]	5	2.8%	-7%	-4%
C=CCNC(=O)CC1C(=O)NCCN1Cc1c(F)cccc1Cl (stereo not drawn)	-3%	-4%	3%	-2	3%	5	1.4%	-13%	-4%
COc1ccc(S(=O)(=O)NCCC(=O)OCC(=O)c2ccc[nH]2)cc1[N+](=O)[O-]	4%	-3%	-6%	4	-4%	-11	1.5%	-10%	0%
Cc1ccsc1C(=O)NNC(=O)COc1ccccc1Cl	-30%	2%	-6%	-7	-2%[57.1 µM]	1	2.0%	-6%	1%
Cc1ccc(-c2noc(-c3cc(C(C)(C)C)nn3Cc3ccccc3)n2)cc1	-2%	-1%	13%	1	1%	-1	1.2%	-9%	-5%
CCN(CC)S(=O)(=O)c1ccc(NS(=O)(=O)c2cccs2)cc1	1%	-6%	1%	-8	-4%[57.1 µM]	2	-1.1%	-26%	-6%
CCc1nc(N[C@H](C(=O)O)C(C)CC)c2oc3ccccc3c2n1 (stereo partly drawn)	2%	-1%	12%	-8	-4%	-1	0.0%	-16%	-2%
O=C(Nc1ccccc1C(=O)N1CCCCC1)c1cc(F)c(F)cc1Cl	-36%	-3%	0%	-6	2%	-5	0.4%	2%	1%
O=C(NC1CCCN(Cc2ccc(Cl)cc2)C1)c1ccccc1-c1ncc[nH]1 (stereo not drawn)	3%	-4%	3%	-3	9%	-11	-0.2%	-18%	3%
COc1ccc(NS(=O)(=O)c2cc(NC(=O)c3ccc(C)s3)ccc2N2CCOCC2)cc1	0%	-4%	4%	-6	-2%	-5	2.1%	-8%	-5%
COc1ccc(C(=O)NCCS(=O)(=O)NCc2ccc(F)cc2)cc1	-7%	-4%	-1%	-7	5%[57.1 µM]	-1	-1.5%	-12%	1%
CCN(CC)CCNC(=O)c1cc2c(=O)[nH]c3ccc(C)cc3c2s1	-18%	-4%	25%	-6	-3%	4	1.3%	-12%	3%
Cc1ccc(Br)c(NS(=O)(=O)c2cccc(C(=O)N3CCNC(=O)C3)c2)c1	-9%	-1%	2%	-3	3%	-5	/	-6%	-6%
O=c1[nH]cnc2ncc(-c3ccc(O)cc3)nc12	10%	-4%	1%	4	-11%	-9	/	-7%	1%

The list is partial (hit frequency here may not be typical).
